bub3: NCI yeast anticancer drug screen, S. cerevisiae bub3 mutant strain | % growth inhibition at 50 µM | actives 9.9% (n = 78,000) | AID 167, 2004;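 note: 0% = growth of vehicle-only cultures of the same strain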
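Screening used yeast with an engineered genetic alteration affecting cell cycle control. Compound-exposed cultures were compared with vehicle cultures, and reduced growth was taken as inhibition.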
yeast rad50: NCI yeast anticancer drug screen, S. cerevisiae rad50 strain; actives 10% (n = 79,000); % growth inhibition at 50 µM;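 note: 0% = growth of vehicle-only cultures of the same strain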
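Genetically altered yeast (DNA repair pathway); compound treatment; growth inhibition vs vehicle ctrl.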
yeast mec2-1: NCI yeast anticancer drug screen, S. cerevisiae mec2-1 strain; % growth inhibition at 50 µM; actives 9% (n = 79,000);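 note: 0% = growth of vehicle-only cultures of the same strain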
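Yeast mec2-1 mutant treated with compound. Readout: growth inhibition vs vehicle controls.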
yeast mlh1 rad18: NCI yeast anticancer drug screen, S. cerevisiae mlh1 rad18 strain; actives 11% (n = 79,000); AID 175, 2004; growth inhibition, % at 50 µM;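 note: 0% = growth of vehicle-only cultures of the same strain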
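Read-out is yeast growth inhibition, calculated against vehicle-only controls. The compound was applied to a strain engineered with DNA damage repair alterations.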
cln2 rad14: NCI yeast anticancer drug screen, S. cerevisiae cln2 rad14 strain | growth inhibition, % at 50 µM | actives 8.3% (n = 78,000);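 note: 0% = growth of vehicle-only cultures of the same strain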
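The screen exposed genetically defined yeast (cln2 rad14) to test compounds and scored growth inhibition relative to vehicle-treated controls.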
yeast sgs1 mgt1: NCI yeast anticancer drug screen, S. cerevisiae sgs1 mgt1 strain | growth inhibition, % at 50 µM | actives 10% (n = 78,000) | AID 161, 2004;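 note: 0% = growth of vehicle-only cultures of the same strain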
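Yeast cells carrying a defined DNA-repair defect were exposed to test compounds. Growth inhibition was measured relative to vehicle-treated controls.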
* = called active by the depositor; & = joins results of further samples; ! = not active in a repeat. Cut-off read from the data, not from the text of the source: active = growth inhibition above about 70%; inactive = the rest.

SMILES	bub3	yeast rad50	yeast mec2-1	yeast mlh1 rad18	cln2 rad14	yeast sgs1 mgt1
CCCCCCCCCCCCCC/C=N/Nc1ccc([N+](=O)[O-])cc1[N+](=O)[O-]	-2	21	24	23	6	14
Cc1ncc(C(N)=O)c(N)n1	-14	21	-2	8	-42	-12
CC(C)(C)c1ccc(Oc2ccc([N+](=O)[O-])cc2[N+](=O)[O-])c(Cl)c1	36	-8	22	28	-31	22
Cc1cc(Cl)cc(Cl)c1OCC(=O)O	-2	6	-1	0	-24	4
NC(=O)NC(=O)Cc1ccc([N+](=O)[O-])cc1	6	5	0	0	-5	5
COc1cccc(N(CN2C(=O)CCC2OC)C(C)=O)c1 (stereo not drawn)	-7	4	7	-31	19	13
CCCCB1Nc2ccccc2N1	-6	8	11	-5	3	9
C1CCCNCCNCCNCC1	-21	-4	-17	19	16	-19
CCN(CC)CC(OC)C(O)COC (stereo not drawn)	0	-4	27	16	29	22
CCCC(C)C1CCC(OC(C)=O)C(C(C)CCC)C1 (stereo not drawn)	31	-6	-22	-27	12	5
Cc1ccc(C)c(NC(=O)CCC(=O)CC(=O)c2ccncc2)c1	11	-32	7	24	1	17
Oc1ccc2ccccc2c1.[Cu+2]	94*	98*	97*	98*	83*	98*
CCOc1c(N=Nc2ccccc2Cl)c(-c2ccccc2)nn1C(N)=S	-4	7	17	16	6	-2
NC(=O)C1OC1(c1ccccc1)c1ccccc1 (stereo not drawn)	4	21	5	3	-2	3
CNCCCN1CCCCC1	-4	32	16	14	6	22
Cc1ccc(-c2cc(=O)c3cccc(CC(=O)O)c3o2)cc1	-26	47	-39	-1	-3	-20
CN(C)CC1CCCCCCCCCCCCC(CN(C)C)C1=O (stereo not drawn)	88*	84*	78*	39	72*	96*
COc1cc2cnc3c4cc(OCc5ccccc5)ccc4ccc3c2cc1OC	14	-10	3	0	25	-1
CCN(CC)CCNC(=O)c1ccc2c(c1O)C(=O)c1ccccc1C2=O	33	57	36	70*	4	60
CC1(c2ccc([N+](=O)[O-])cc2)OC(=O)C(=Cc2ccc([N+](=O)[O-])s2)C(=O)O1 (stereo not drawn)	2	31	-6	24	-1	26
CC(=O)Oc1cccc(C)c1[N+](=O)[O-]	-6	27	25	17	8	7
Cc1cccc(CBr)c1-c1c(C)cccc1CBr	28	-19	11	-1	-31	10
C/C=C(/C)C(=O)OC1c2c(C)coc2CC23OC2CCC(C)C13C (stereo not drawn)	-24	-16	-10	-14	-3	-8
CN(C(=S)NNC(=O)C1CCC(=O)N1)c1ccccc1 (stereo not drawn)	21	23	-2	27	14	3
Cc1cc(=O)n2cn[nH]c2n1	9	24	-12	26	5	24
COc1ccc2c(ccc3ncnc(Nc4ccccc4)c32)c1	6	-8	6	7	29	-2
CCCNCCCCC(NC(C)=O)C(=O)NCc1ccccc1 (stereo not drawn)	-15	-9	-15	-11	12	-10
CSc1ccc(O)c(C)c1	-26	1	-11	-7	-8	-11
CCCCSCCC	-3	3	-4	-4	10	10
Cc1ccccc1NC(=O)CN1CCCC(C)C1 (stereo not drawn)	-16	11	-35	5	11	1

Just yeast sgs1 mgt1, yeast mlh1 rad18 and yeast rad50, for 5 of the compounds above:
mol	yeast sgs1 mgt1	yeast mlh1 rad18	yeast rad50
Cc1cccc(CBr)c1-c1c(C)cccc1CBr	10	-1	-19
C/C=C(/C)C(=O)OC1c2c(C)coc2CC23OC2CCC(C)C13C (stereo not drawn)	-8	-14	-16
CN(C(=S)NNC(=O)C1CCC(=O)N1)c1ccccc1 (stereo not drawn)	3	27	23
Cc1cc(=O)n2cn[nH]c2n1	24	26	24
COc1ccc2c(ccc3ncnc(Nc4ccccc4)c32)c1	-2	7	-8

(more compounds)
SMILES	bub3	yeast rad50	yeast mec2-1	yeast mlh1 rad18	cln2 rad14	yeast sgs1 mgt1
COc1cccc(NC(=O)CC(=O)N2N=C(N(CCC#N)c3ccccc3C)CC2c2ccccc2)c1 (stereo not drawn)	-16	4	6	-8	10	-6
N#CC1(C#N)CC1c1ccccc1 (stereo not drawn)	-3	9	11	29	-6	7
[N-]=[N+]=Nc1cc(=O)n2c3c(cccc13)CCC2	43	16	10	31	7	5
COc1ccc(/C=C2\CCC(CNc3ccc(OC)cc3)C2=O)cc1 (stereo not drawn)	-37	-17	-15	10	-2	-15
O=C(c1cccc(C(=O)N(c2ccccc2)c2ccccc2)n1)N(c1ccccc1)c1ccccc1	-12	-47	-11	-2	16	-32
NC(Cc1c[nH]c2ccc(F)cc12)C(=O)O (stereo not drawn)	-14	-4	-18	4	-37	-30
CCN(CC)CCCC(C)Nc1nccc(/C=C/c2ccc(Cl)cc2)n1 (stereo not drawn)	14	10	16	42	-1	29
CCCCn1c2nc(=O)n(C)c(=O)c-2cc2ccccc21	18	29	17	35	-25	23
CN1CCCC2C(c3ccccc3)C(C3=NCCCC3)C(c3ccccc3)CC21 (stereo not drawn)	-65	-19	-3	-60	-29	-23
O=c1[nH]c(=S)c2cn[nH]c2[nH]1	9	-6	29	-2	-23	-9
O=Cc1cccc(/C=N/Nc2nnc(N/N=C/c3cccc(C=O)c3)c3ccccc23)c1	-3	31	26	17	33	36
CC(Oc1ccccc1)C(=O)NC(=S)Nc1cccc2ccccc12 (stereo not drawn)	21	-10	-4	5	-20	-3
Nc1ccc(S(=O)(=O)O)c2ccccc12	8&-18&-2	16&-13&-18	4&3&-18	8&-40&-13	-18&-52&6	7&-29&-10
CC(=O)OCC1OC(OC(C)=O)C(NC(=O)C[NH-])C(OC(C)=O)C1OC(C)=O.CC(=O)OCC1OC(OC(C)=O)C(NC(=O)C[NH-])C(OC(C)=O)C1OC(C)=O.[Cl][Pt+2][Cl] (stereo not drawn)	2	-3	-19	22	-43	-6
O=C1NCCN1/N=C/c1ccc([N+](=O)[O-])o1	14	26	9	26	-30	38
CC12CC(O)C(C=C1c1ccccc1)C2(C)C (stereo not drawn)	-13	-8	-1	1	-14	1
CC(=O)Nc1cc2c(cc1[N+](=O)[O-])-c1ccc([N+](=O)[O-])cc1C2=O	13	4	4	-10	3	6
O=C(Oc1ccccc1)N1C2C=C(c3ccccc3)CC1CC2 (stereo not drawn)	31	-2	2	1	12	-6
CCCC1N(Cc2ccc(OC)cc2)CCN1Cc1ccc(OC)cc1	20	26	8	38	5	39
C[C@H](CCC(=O)Nc1ccc(S(=O)(=O)c2ccc(N)cc2)cc1)[C@H]1CC[C@H]2[C@@H]3CC[C@@H]4C[C@H](O)CC[C@]4(C)[C@H]3C[C@H](O)[C@]12C	4	18	5	-1	11	31

Grouped by structure, those above with a COOH group (three)
SMILES	bub3	yeast rad50	yeast mec2-1	yeast mlh1 rad18	cln2 rad14	yeast sgs1 mgt1
Cc1cc(Cl)cc(Cl)c1OCC(=O)O	-2	6	-1	0	-24	4
Cc1ccc(-c2cc(=O)c3cccc(CC(=O)O)c3o2)cc1	-26	47	-39	-1	-3	-20
NC(Cc1c[nH]c2ccc(F)cc12)C(=O)O (stereo not drawn)	-14	-4	-18	4	-37	-30

Single records (already shown). Screens in order: bub3	yeast rad50	yeast mec2-1	yeast mlh1 rad18	cln2 rad14	yeast sgs1 mgt1
CC12CC(O)C(C=C1c1ccccc1)C2(C)C (stereo not drawn) in the list: -13	-8	-1	1	-14	1
CC(=O)OCC1OC(OC(C)=O)C(NC(=O)C[NH-])C(OC(C)=O)C1OC(C)=O.CC(=O)OCC1OC(OC(C)=O)C(NC(=O)C[NH-])C(OC(C)=O)C1OC(C)=O.[Cl][Pt+2][Cl] (stereo not drawn) in the list: 2	-3	-19	22	-43	-6

Next part:
SMILES	bub3	yeast rad50	yeast mec2-1	yeast mlh1 rad18	cln2 rad14	yeast sgs1 mgt1
CCC(=O)OC(OC(=O)CC)c1ccc2c(c1)OCO2	8	-5	1	-1	-19	4
O=S(=O)(O)c1ccccc1/C=N\N=C\c1ccccc1S(=O)(=O)O	-6	11	2	13	17	12
Cc1cc2c(cc1C)NC1=C(N2)OC(c2cccc(O)c2)C1=O (stereo not drawn)	-31	2	-17	12	4	2
Nc1ccc(S(=O)(=O)N(CCO)CCO)cc1	-19	-3	-28	-12	-7	-21
COc1ccc(S(=O)(=O)N=N/C=C2\C=CC=CN2O)cc1OC	14	-12	-4	-5	-1	20
COc1ccc(N2CC[N+](c3ccc(N(C)C)cc3)=C2C2=[N+](c3ccc(N(C)C)cc3)CCN2c2ccc(OC)cc2)cc1	-10	0	-7	20	-8	-17
CCC[CH2][Ge]([CH2]CCC)([CH2]CCC)[O]C(=O)C(O)c1ccccc1 (stereo not drawn)	88*	90*	90*	90*	91*	90*
Cc1cc(C(=O)O)c2cc(Br)ccc2n1	11	4	12	-4	17	15
CCOCc1ccccc1C(O)(c1ccc(OC)cc1)c1ccc(OC)cc1	96*	79*!	72*!	83*	94*!	77*!
CCOC(=O)C(=C/C=C/N[C@@H](Cc1c[nH]c2ccccc12)C(N)=O)C(=O)OCC	-10	-30	-53	-18	0	-18
COc1ccc(C2=NN(C(C)=O)c3nc4ccccc4nc3O2)cc1	-25	-25	-29	-13	-6	-20
CCC1c2ccccc2[C@H]2C(c3ccccc3)=NN(c3ccccc3)[C@H]2N1CC (stereo partly drawn)	2	27	-5	40	-3	-1
CCCCCCC1CCC(=O)CC1	-7	32	4	35	-10	-15
N#CC1=C(N2CCOCC2)CCC1	-10	6	12	10	5	5
CC1=C(C(=O)Nc2ccc([N+](=O)[O-])cc2)C(c2ccc(N(C)C)cc2)C(C(=O)Nc2ccc([N+](=O)[O-])cc2)=C(C)N1	46	54	47	49	24	64
O=C(/C=C/c1ccc2c(c1)OCO2)NCc1ccco1	-14	54	9	-35	-6	-20
COc1cc2c(cc1OC)C(NC(C)C)CCCC2 (stereo not drawn)	-8	-8	9	-7	-24	-14
CCN(CC)CCCC(C)NC(=O)c1ccc2c(c1O)C(=O)c1ccccc1C2=O (stereo not drawn)	30	64	-8	85*	58	66
Cc1cc(C)n(/N=C/c2ccc([N+](=O)[O-])o2)c(=O)c1C#N	1	41	2	32	11	28
CCN(CC)CCOc1ccc(C#N)cc1	12	-23	1	33	7	13
ClC(Cl)=C(c1ccc(Br)cc1)c1ccc(Br)cc1	43	26	8	9	42	-4
C=COS(=O)O	12	-1	-3	0	-7	-5
N#CCOc1ccc(/C=C/C(=O)c2ccc(Cl)cc2)cc1	20	-40	-54	-21	-23	-23
COc1cccc(NC(=O)CSc2nnc(Cc3ccccc3)o2)c1	-12	-19	-12	-36	-8	-21
Cc1ccc(S(=O)/C=C/S(=O)(=O)c2ccc(C)cc2)cc1 (stereo not drawn)	100*	99*	100*	100*	99*	100*
Cc1ccc(S(=O)(=O)N2CN(S(=O)(=O)c3ccc(C)cc3)CN(S(=O)(=O)c3ccc(C)cc3)C2)cc1	-40	-29	-32	-25	-7	-23
Nc1nc2ccc3ccccc3c2c(=O)[nH]1	-16	-4	2	13	-10	-2
NC(=O)c1ccccc1NC(=O)CCCCl	-3	0	-20	-24	-49	-20
CCCC1(C)OCC(CCl)O1 (stereo not drawn)	-18	-42	-28	0	-13	-15
CCCCCCCCS(=O)(=O)CCO	-4	-5	-13	-23	-67	-6
CC(C)(C)COC(=S)S	43	15	7	17	-30	11
CC(C)C(=O)OCc1ccc(Cl)cc1	27	30	38	17	12	22
Cc1nc2cncnc2n(CCN2CCOCC2)c1=O	-2	15	16	20	-2	23
COC1/C=C\OC2(C)Oc3c(C)c(O)c4c(c3C2=O)C(=O)C=C(NC(=O)C(C)=C/C=C\C(C)C(O)C(C)C2OC(C)(C)OC(C1C)C2C)C4=O (stereo not drawn)	15	29	34	38	32	42
CCCC(C)NCCOC(=O)C(c1ccccc1)C1CCCCC1 (stereo not drawn)	58	86*	14	73*	34	86*
O=C(O)/C=C/C(=O)Nc1cccc(C(F)(F)F)c1	-16	-4	0	-10	-7	-18
COc1ccc(C2c3cc4c(cc3OC3(O)CCCC(=O)C23)OCO4)cc1 (stereo not drawn)	21	-13	15	-7	-39	5
O=C(O)c1c[nH]c2cc(OCCOc3ccc(Br)cc3)ccc2c1=O	-7	33	5	24	4	8
COC(=O)[C@@H]1[C@H](O)CC[C@H]2[C@@]1(C)CC[C@@H](C)[C@]2(COC(C)=O)CC(=O)c1ccoc1	-48	-27	-32	-46	-27	-37
CN(C)c1ccc(/C=C2\c3ccccc3-c3ccc([N+](=O)[O-])cc32)cc1	4&-20	7&21	-7&-10	8&-4	-8&-27	-11&-21
CCCCCCn1c(SC)nc(COC(=O)NC)c1COC(=O)NC	-13	5	9	12	12	7
O=C(Oc1cc(O)cc2[o+]c(-c3ccc(O)cc3)c(O)cc12)c1ccccc1	-2	-16	11	21	26	39
CN(CCc1ccccn1)c1ccc2c(c1)Cc1ccccc1-2	18	90*	4	77*	-2	83*
O=C1NC(=O)C(c2ccc(Cl)cc2)N1 (stereo not drawn)	-4	0	-11	-15	-5	-6
Cc1ccc(S(=O)(=O)NC(CCC(=O)N2CCOCC2)C(=O)O)cc1 (stereo not drawn)	25	-18	-4	9	-58	7
O=C1c2c(c(-c3ccccc3)c(-c3ccccc3)c(-c3ccccc3)c2-c2ccccc2)C(=O)N1c1cccc(Br)c1	9	10	22	8	10	26

Screening results as filed in PubChem.
